# Rin1 Abl inh: blocks binding of human Rin1 to Abl | inhibition, % at 7.35 µM | TR-FRET Rin1/Abl binding, biochemical | P00519+Q13671 | 360,000 compounds, 0.4% hits; in the data active means inhibition above about 5%, passing the limit was not always enough
# bovine MsrA act: activates bovine MsrA enzyme; purified bovine MsrA, absorbance read-out; activation, % at 10.6 µM; 360,000 compounds, 0.3% hits; in the data active means activation above about 7.5%;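 further: 0% = vehicle and 100% = reference activator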
# MsrA inhibitor: inhibits bovine methionine sulfoxide reductase A | purified bovine MsrA, absorbance read-out | inhibition, % at 15.5 µM | 360,000 compounds, 0.75% hits; in the data active means inhibition above about 4.5%;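 further: 0% = vehicle wells with enzyme and 100% = reference inhibitor wells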
# FAS TE block: blocks the thioesterase domain of human fatty acid synthase; P49327; recombinant FAS-TE, OMFH fluorogenic substrate, fluorescence endpoint; inhibition, % at 15 µM; 360,000 compounds, 0.67% hits; AID 602261;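 active means compounds whose normalised, plate-corrected inhibition of enzyme fluorescence in the single-dose primary screen is 50% or more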;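 further: 0% = DMSO with enzyme and 100% = substrate without enzyme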
# Tb MetRS inh: Trypanosoma brucei MetRS inhibition | purified T. brucei MetRS, ATP depletion, Kinase-Glo luminescence | inhibition, % at 11.9 µM | 360,000 compounds, 0.4% hits;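 active means inhibition above a per-plate cutoff of the control wells' mean inhibition plus 3 SD, cut at about 5.5% in these data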;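 further: 0% = DMSO wells median and 100% = median of wells with control inhibitor compound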
#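 Dosing: 11.9 µM single point; system: parasite MetRS enzyme; technique: luminescence of leftover ATP; times: 15 min enzyme-compound preincubation, 2 h reaction, 10 min detection, 25 °C; replicates: each compound tested once; read-out basis: percent inhibition relative to median high and low control wells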
# MLLE-PAM2 inh: inhibitors of microRNA-mediated deadenylation, human PABP1 MLLE binding; GST-MLLE / FITC-PAM2 fluorescence polarization; P11940; 360,000 compounds, 0.36% hits; inhibition, % at 20 µM; in the data active means inhibition above about 35%, passing the limit was not always enough;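 further: plate controls were DMSO wells with GST-MLLE for no effect and wells lacking GST-MLLE protein for full effect; some results filed as inactive read as strong as hits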
# CSN deneddyl inh: CSN deneddylation inhibition; Q92905; Purified CSN, SCF-Nedd8-OG deneddylation, fluorescence polarization; inhibition, % at 12.5 µM; 360,000 compounds, 0.38% hits;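 active means pattern-corrected inhibition above about 35%, with an unprinted fluorescence ratio check between 0.5 and 1.5, limit read from the data, passing the limit was not always enough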;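 further: 0% = enzyme with substrate and 100% = substrate without enzyme; some results filed as inactive read as strong as hits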
#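 Material: human Csn5 produced in HEK293T cells; Input: enzyme 0.24 nM; Reagent: SCFSkp2-Nedd8OG substrate at 10 nM final; Dosing: 12.5 µM compound; Incubation: 90 min reaction at room temperature; Detection: fluorescence polarization of the substrate; Evaluation: % inhibition of substrate cleavage by Csn5; Control set: substrate-only high control, full reaction low control.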
# Neddyl block: blocks human cullin neddylation; calls only at 25 µM; TR-FRET cullin neddylation, biochemical; P61081+Q13564; 360,000 compounds, 0.58% hits; in the data active means inhibition above about 36%
# eLon inh: inhibits E. coli Lon protease; P0A9M0; purified E. coli Lon protease, fluorescence polarization; inhibition, % at 7.94 µM; 360,000 compounds, 0.42% hits; in the data active means inhibition above about 13%, passing the limit was not always enough;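 further: 0% = enzyme with probe and DMSO and 100% = no enzyme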
# Numbers without * were called inactive; i = inactive; nt = no result given; & = joins results of further samples.
# Each structure is followed by: Rin1 Abl inh | bovine MsrA act | MsrA inhibitor | FAS TE block | Tb MetRS inh | MLLE-PAM2 inh | CSN deneddyl inh | Neddyl block | eLon inh
> CC(C)N1CCOC(c2ccc(O)c(O)c2)C1 (configuration not stated)
    1 | -5 | -1.0 | -4 | -0.3 | 6 | 3 | i | 8
> Cc1cc(=O)oc2cc(OCC(=O)N3CCN(Cc4ccccc4)CC3)ccc12
    3 | -8 | 0.5 | 24 | 0.0 | -4 | 0 | i | 12
> Nc1ccc(C2(c3ccc(N)cc3)CN3CCC2CC3)cc1
    5 | -4 | -0.1 | -10 | -0.8 | 1 | 4 | i | 0
> Cc1ccc(-n2c(C)nc3ccccc3c2=O)c(C)c1
    -2 | -4 | 1.0 | -5 | -0.2 | -14 | -5 | i | -4
> NNC(=O)c1ccc(O)cc1
    3 | 2 | 1.5 | -7 | 0.0 | 6 | 5 | i | -1
> O=c1cc(C2CCNCC2)[nH][nH]1
    -2 | -3 | 0.3 | -7 | 0.0 | -3 | -1 | i | -3
> NC(=O)c1c(NC(=O)c2ccc(S(=O)(=O)N(CCCl)CCCl)cc2)sc2c1CCCCC2
    -2 | 0 | nt | -12 | -0.7 | 9 | 7 | i | -2
> CN(C)c1ccc(/C=C/c2cc[n+](C)c3ccccc23)cc1
    -36&-46 | 1&-4 | 1.0&2.9 | -6&-10 | -0.3&-1.1 | -145&-79 | 5&9 | i | -22&-29
> CSCCC(c1nnnn1-c1c(C)cccc1C)N1CCC(n2c(=O)[nH]c3ccccc32)CC1 (configuration not stated)
    12 | -7 | -0.5 | 36 | -0.7 | 8 | -3 | i | -8
> Cc1ccc(N=Cc2c(O)n(C)c(=O)n(C)c2=O)cc1
    -3 | -4 | 1.4 | -2 | 1.7 | -7 | 1 | i | 46*
> O=[N+]([O-])c1ccc(N2CCCC2)cc1N/N=C1\CN2CCC1CC2
    -17 | -3 | 1.2 | -1 | -0.4 | -1 | -9 | i | -12
> CC1C(c2ccccc2)OCCN1C (configuration not stated)
    3 | -1 | 1.0 | -3 | -0.3 | -3 | 0 | i | -3
> COc1cccc(N=Nc2c(O)[nH]c(=S)[nH]c2=O)c1
    -13 | -4 | 0.6 | -3 | 2.3 | 8 | 13 | i | -28
> COC(=O)COc1ccc(/C=C2\C(=O)NC(=S)N(c3ccc(C)cc3)C2=O)cc1OC
    -2 | -4 | 1.2 | -5 | 2.1 | 18 | -1 | i | -4

# Sorted by length of the SMILES (descending): 10 of the compounds above.
# Each structure is followed by: Rin1 Abl inh | bovine MsrA act | MsrA inhibitor | FAS TE block | Tb MetRS inh | MLLE-PAM2 inh | CSN deneddyl inh | Neddyl block | eLon inh
> CSCCC(c1nnnn1-c1c(C)cccc1C)N1CCC(n2c(=O)[nH]c3ccccc32)CC1 (configuration not stated)
    12 | -7 | -0.5 | 36 | -0.7 | 8 | -3 | i | -8
> COC(=O)COc1ccc(/C=C2\C(=O)NC(=S)N(c3ccc(C)cc3)C2=O)cc1OC
    -2 | -4 | 1.2 | -5 | 2.1 | 18 | -1 | i | -4
> Cc1cc(=O)oc2cc(OCC(=O)N3CCN(Cc4ccccc4)CC3)ccc12
    3 | -8 | 0.5 | 24 | 0.0 | -4 | 0 | i | 12
> CN(C)c1ccc(/C=C/c2cc[n+](C)c3ccccc23)cc1
    -36&-46 | 1&-4 | 1.0&2.9 | -6&-10 | -0.3&-1.1 | -145&-79 | 5&9 | i | -22&-29
> COc1cccc(N=Nc2c(O)[nH]c(=S)[nH]c2=O)c1
    -13 | -4 | 0.6 | -3 | 2.3 | 8 | 13 | i | -28
> Cc1ccc(N=Cc2c(O)n(C)c(=O)n(C)c2=O)cc1
    -3 | -4 | 1.4 | -2 | 1.7 | -7 | 1 | i | 46*
> Nc1ccc(C2(c3ccc(N)cc3)CN3CCC2CC3)cc1
    5 | -4 | -0.1 | -10 | -0.8 | 1 | 4 | i | 0
> Cc1ccc(-n2c(C)nc3ccccc3c2=O)c(C)c1
    -2 | -4 | 1.0 | -5 | -0.2 | -14 | -5 | i | -4
> CC(C)N1CCOC(c2ccc(O)c(O)c2)C1 (configuration not stated)
    1 | -5 | -1.0 | -4 | -0.3 | 6 | 3 | i | 8
> CC1C(c2ccccc2)OCCN1C (configuration not stated)
    3 | -1 | 1.0 | -3 | -0.3 | -3 | 0 | i | -3

# Some of the compounds tested; the hit share may differ from the screen's.
